Bioassay records deposited in PubChem by several laboratories.
GPR55 beta-arrestin – selective activators of receptor GPR55 – imaging, U2OS cells, beta-arrestin-GFP redistribution, primary screen (AID 1961) | actives 0.048% (n = 290,000) | U2OS GPR55 beta-arrestin-GFP redistribution imaging; higher % means a stronger effect | activation, % at 10 µM; hits with a dose series show EC50 in µM;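 active = activation above 40% with more than 50 cells counted in the well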;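 note: U2OS osteosarcoma cells stably expressing GPR55 and beta-arrestin-GFP; plate controls were DMSO negative control for no effect and LPI positive control for full effect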
NOD1 NF-kB reporter – inhibition of NOD1-driven NF-kB reporter – cell-based, luminescence, uHTS, primary screen (AID 1578); NOD1-driven NF-kB luciferase reporter cells, luminescence; higher % means a stronger effect; actives 1% (n = 290,000); inhibition, % at 4 µM; hits with a dose series show EC50 in µM; in the data active = inhibition mostly above about 36%, no sharp cut-off; inactive = mostly below about 34%;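 note: HEK-293T reporter cells stimulated with the NOD1 agonist gamma-tri-DAP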
Yfh1-depleted yeast – mitochondrial function rescue without frataxin homolog – Friedreich's ataxia, plus single-dose screen, dose response (AID 1465). S. cerevisiae Yfh1-off respiration, WST-1 reduction, 72 h; higher fold induction means a stronger effect. fold induction at 50 µM; hits with a dose series show EC50 in µM. actives 0.074% (n = 220,000);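 active = fold induction of absorbance versus untreated yeast above a set limit, then at least 30% activation at any dose in follow-up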;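 note: activators that raise dye reduction in frataxin-depleted yeast; strong numbers were not always called active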
ER stress rescue – protection against thapsigargin-triggered cell killing – 384-well, CSM14.1, ATP luminescence, primary screen (AID 1222). CSM14.1 thapsigargin-induced death rescue, ATP luminescence; higher % means a stronger effect. cellular ATP content (survival), % at 20 µM; hits with a dose series show EC50 in µM. 190,000 tested, under 10 active;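 active = EC50 below 50 µM in the dose-response confirmation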;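 note: death triggered by thapsigargin at about 15 µM added after 2 h compound pretreatment; cell ATP read after overnight thapsigargin exposure of roughly 18 to 22 hours; normalized against plate controls of thapsigargin alone and 5% DMSO vehicle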
KOR beta-arrestin-1 – KOR antagonists, beta-arrestin recruitment, cell-based, luminescence, uHTS (AID 1778); KOR beta-arrestin recruitment, luminescence, antagonist mode; higher % means a stronger effect; inhibition, % at 10 µM, or IC50 in µM where a hit was titrated; actives 0.091% (n = 290,000); note: strong numbers were not always called active
HEK293 NOD2/NF-kB – inhibition of NOD2-driven NF-kB reporter – cell-based, luminescence, uHTS, HEK293 (AID 1566). actives 0.63% (n = 290,000). inhibition, % at 4 µM; hits with a dose series show EC50 in µM. HEK293 NOD2/NF-kB luciferase reporter, luminescence; higher % means a stronger effect; note: many of its hits are not listed in these tables
KOR beta-arrestin-2 – kappa opioid receptor activators – cell-based, luminescence, uHTS, primary screen (AID 1777); KOR beta-arrestin recruitment, luminescence; higher % means a stronger effect; activation, % at 10 µM, or EC50 in µM where a hit was titrated; actives 0.02% (n = 280,000); in the data active = activation above about 50%, passing the limit was not always enough; note: a part of the inactive calls stands beside numbers as strong as those of hits
NTR1 agonist – agonists of NTR1, primary screen, imaging, U2OS cells, beta-arrestin-GFP, high content (AID 493036). P30989. NTR1-U2OS beta-arrestin-GFP spot imaging, agonist mode. activation, % at 20 µM. actives 0.17% (n = 330,000);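 active = activation at or above 40% of the spot to cytoplasm intensity ratio, with at least 20 cells analyzed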;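 note: 0% = DMSO without peptide and 100% = 100 nM NTR1 peptide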
Target sequence (P30989 whole entry, looked up): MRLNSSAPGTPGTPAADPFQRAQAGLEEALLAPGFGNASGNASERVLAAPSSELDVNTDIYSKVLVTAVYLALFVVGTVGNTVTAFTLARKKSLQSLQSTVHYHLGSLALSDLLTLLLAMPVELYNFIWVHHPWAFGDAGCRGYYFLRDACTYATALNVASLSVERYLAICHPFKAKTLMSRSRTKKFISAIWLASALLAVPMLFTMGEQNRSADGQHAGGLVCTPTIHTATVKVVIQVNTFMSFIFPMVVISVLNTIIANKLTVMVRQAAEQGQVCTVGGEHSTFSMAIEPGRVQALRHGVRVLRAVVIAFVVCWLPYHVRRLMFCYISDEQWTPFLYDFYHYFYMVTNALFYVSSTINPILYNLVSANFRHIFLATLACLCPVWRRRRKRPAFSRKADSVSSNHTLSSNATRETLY
TNAP activation fold – stimulation of alkaline phosphatase TNAP activity – biochemical, luminescent, no phosphate acceptor, uHTS, primary screen (AID 1001) | purified TNAP, luminescent activation assay, no phosphate acceptor; higher activation fold means a stronger effect | one-dose activation fold at 20 µM; EC50 in µM for titrated hits | actives 0.03% (n = 200,000); in the data active = activation fold from about 3, or a potency from the dose series; inactive = the rest, 99 in 100 with activation fold below about 1.6; note: many of its hits are not listed in these tables
NTR1 agonist cell count 20 µM – recorded beside NTR1 agonist, whose call it bears; cell count; measured here: cell count, cytotoxicity flag
Active calls of the source: *; i = inactive; . = no result given; [ ] = another dose, or the depositor's remark. Cut-off read from the data, not from the text of the source, unless noted: active = inhibition above about 50%; inactive = the rest.

canonical_smiles,GPR55 beta-arrestin,NOD1 NF-kB reporter,Yfh1-depleted yeast,ER stress rescue,KOR beta-arrestin-1,HEK293 NOD2/NF-kB,KOR beta-arrestin-2,NTR1 agonist,NTR1 agonist cell count 20 µM,TNAP activation fold
C=CCN(C(=O)CSC1=NC(=O)CN1C(C)=O)c1nc(C)c(-c2ccccc2)s1,-0.1%,-10%,i,-2.1%,2%,-17%,3.9%,1.9,39,1.1
CCN(CC)c1ccc(NC(=O)c2cccc(C)c2)cc1S(=O)(=O)Nc1ccccc1OC,0.0%,24%,i,-0.1%,-8%,4%,5.5%,0.2,49,1.3
CC1CN(C(=O)c2cc3c(=O)n4ccccc4nc3n2C)CC(C)O1 (configuration not stated),-0.1%,-40%,.,.,-6%,-2%,0.3%,1.2,61,.
COc1ccc(CN2CCN(C(=O)CCC(=O)Nc3nnc(C4CCCCC4)s3)CC2)cc1F,0.3%,27%,.,.,-27%,48%,-0.8%,3.5,50,.
Cc1cccc(Sc2ccc([N+](=O)[O-])cc2[N+](=O)[O-])n1,0.4%,-31%,i,0.2%,-31%,-28%,2.2%,0.1,81,1.1
Cc1ccc(OCCOc2ccc(Br)cc2/C=N\NC(N)=O)cc1,-0.1%,-13%,i,-0.4%,-63%[20 µM],15%,-3.5%,5.4,106,1
O=C(CCS(=O)(=O)c1ccc(F)cc1)Nc1nc(-c2ccncc2)cs1,0.3%,15%,.,.,7%,16%,0.4%,0.5,64,.
COc1ccc(CC(=O)Nc2ccc(S(=O)(=O)Nc3nc(C)cc(C)n3)cc2)cc1,0.0%,9%,i,-0.9%,-2%,5%,4.8%,2.9,88,1.1
COc1ccc(CN(C)CC(=O)Nc2cc(OC)c([N+](=O)[O-])cc2C)c(OC)c1,-0.3%,-18%,i,1.1%,-11%,-8%,-0.5%,2.6,45,1
COc1ccc(C2=NS(=O)(=O)N(C)C(C(=O)NCc3ccccc3)=C2)cc1OC,-0.1%,-10%,.,.,-7%[20 µM],19%,-2.1%,-0.5,96,.
c1ccc(-c2cc3c(ccc4nonc43)nn2)cc1,0.2%,-77%,i,0.8%,-30%,-37%,0.7%,1.1,89,1.1
CC(=O)c1ccc(NC(=O)[C@@H]2CCCN2C(=O)OC(C)(C)C)cc1,0.0%,-2%,.,.,16%,0%,-7.8%,-0.6,100,.
COc1ccc2oc(=O)c(C(=O)NC3CCCCCC3)cc2c1,-0.1%,3%,.,.,9%[20 µM],2%,-9.1%,0.6,62,.
CCn1c(CCC(=O)Nc2nc3c(s2)CCCC3)nc2cc(S(=O)(=O)N(C)C)ccc21,-0.2%,-8%,i,.,-20%,15%,0.2%,1.1,92,1.1
CC(C)CNC(=O)c1noc2c1CCCC2,1.8%,-33%,i,0.2%,36%,-10%,-1.8%,0.1,96,1
CN(CCc1ccccn1)Cc1ccc(Cl)c(Cl)c1,-0.3%,9%,.,.,44%[20 µM],-18%,1.0%,-1.0,46,.
CC(C)Sc1nc2sccc2c(=O)n1-c1ccccc1,-0.1%,-2%,.,.,-17%,18%,2.1%,-0.6,51,.
CN(C)C1(CNCC(O)c2ccccc2)CCCCC1 (configuration not stated),0.0%,-6%,.,.,12%,1%,-5.6%,1.7,86,.
O=c1c2ccccc2[nH]c2ccc(O)cc12,0.5%,-32%,.,.,-61%,-2%,6.1%,0.4,59,.
NC(=O)Cc1nc(-c2ccc(Br)cc2)cs1,-0.3%,-28%,i,-1.5%,-1%,-30%,-0.4%,-0.4,43,1.1
COc1ccccc1NC(=O)Cn1nnc(-c2ccccc2NC(=O)c2ccco2)n1,0.2%,-18%,i,-1.6%,-11%,1%,42%,8.1,46,1
COc1ccc(Nc2nc(NC(C)(C)C)nc(N3CCCC3)n2)c(OC)c1,-0.1%,18%,i,-0.6%,-4%,5%,-11%,30,55,1.1
O=C(CCn1c(=O)c2sccc2n(Cc2cc(=O)n3ccccc3n2)c1=O)NCc1ccco1,-0.1%,-47%,i,-1.5%,13%,2%,4.4%,0.1,66,1.1
S=c1[nH]nc(-c2ccco2)n1/N=C/c1ccc(Cl)cc1Cl,-2.3%,1%,i,-0.7%,-6%,-1%,0.3%,7.9,61,0.7
O=C1C(=O)N(CCCN2CCOCC2)C(c2ccc(Cl)cc2)/C1=C(/O)c1ccc(F)cc1 (configuration not stated),0.3%,23%,.,.,-7%,2%,8.6%,0.7,68,.
O=C(CCC(=O)N1CCCC1)Nc1nnc(C2CCCCC2)s1,0.2%,-10%,i,2.4%,-19%,7%,0.0%,1.0,46,1.1
O=C(Nc1ccccc1C(=O)O)c1cccc(C(=O)Nc2ccccc2C(=O)O)c1,0.3%,13%,.,.,-45%[20 µM],47%,-5.8%,1.1,48,.
COc1cc(/C=N/NC(=O)CCC(=O)Nc2ccc(F)cc2)ccc1O,0.0%,-6%,.,.,24%,3%,-5.9%,-0.7,50,.
Cc1nc(N(CCO)C2CCCCC2)c2nnn(Cc3ccccc3)c2n1,0.3%,-14%,.,.,-25%,21%,0.2%,6.3,53,.
CON(C)c1nc(NCC(C)C)nc(OCC#N)n1,0.1%,-3%,i,-1.8%,-14%,15%,-2.9%,-2.4,81,1
COc1ccc(S(=O)(=O)NC2CCCCC2)c(C)c1C,-0.1%,-24%,i,.,24%,5%,-5.2%,2.9,66,1.1
CC1CCC(C(=O)NC(C(=O)Nc2ccccn2)C(C)C)CC1 (configuration not stated),-0.2%,-14%,.,.,4%,1%,-1.3%,1.1,54,.

As a short view, ten of the compounds above.
canonical_smiles,GPR55 beta-arrestin,NOD1 NF-kB reporter,Yfh1-depleted yeast,ER stress rescue,KOR beta-arrestin-1,HEK293 NOD2/NF-kB,KOR beta-arrestin-2,NTR1 agonist,NTR1 agonist cell count 20 µM,TNAP activation fold
O=C(CCn1c(=O)c2sccc2n(Cc2cc(=O)n3ccccc3n2)c1=O)NCc1ccco1,-0.1%,-47%,i,-1.5%,13%,2%,4.4%,0.1,66,1.1
S=c1[nH]nc(-c2ccco2)n1/N=C/c1ccc(Cl)cc1Cl,-2.3%,1%,i,-0.7%,-6%,-1%,0.3%,7.9,61,0.7
O=C1C(=O)N(CCCN2CCOCC2)C(c2ccc(Cl)cc2)/C1=C(/O)c1ccc(F)cc1 (configuration not stated),0.3%,23%,.,.,-7%,2%,8.6%,0.7,68,.
O=C(CCC(=O)N1CCCC1)Nc1nnc(C2CCCCC2)s1,0.2%,-10%,i,2.4%,-19%,7%,0.0%,1.0,46,1.1
O=C(Nc1ccccc1C(=O)O)c1cccc(C(=O)Nc2ccccc2C(=O)O)c1,0.3%,13%,.,.,-45%[20 µM],47%,-5.8%,1.1,48,.
COc1cc(/C=N/NC(=O)CCC(=O)Nc2ccc(F)cc2)ccc1O,0.0%,-6%,.,.,24%,3%,-5.9%,-0.7,50,.
Cc1nc(N(CCO)C2CCCCC2)c2nnn(Cc3ccccc3)c2n1,0.3%,-14%,.,.,-25%,21%,0.2%,6.3,53,.
CON(C)c1nc(NCC(C)C)nc(OCC#N)n1,0.1%,-3%,i,-1.8%,-14%,15%,-2.9%,-2.4,81,1
COc1ccc(S(=O)(=O)NC2CCCCC2)c(C)c1C,-0.1%,-24%,i,.,24%,5%,-5.2%,2.9,66,1.1
CC1CCC(C(=O)NC(C(=O)Nc2ccccn2)C(C)C)CC1 (configuration not stated),-0.2%,-14%,.,.,4%,1%,-1.3%,1.1,54,.

Following part.
canonical_smiles,GPR55 beta-arrestin,NOD1 NF-kB reporter,Yfh1-depleted yeast,ER stress rescue,KOR beta-arrestin-1,HEK293 NOD2/NF-kB,KOR beta-arrestin-2,NTR1 agonist,NTR1 agonist cell count 20 µM,TNAP activation fold
COC(=O)[C@H](CC(C)C)NCc1cccc(CN[C@@H](CC(C)C)C(=O)OC)c1,0.2%,-4%,.,.,-20%[20 µM],-10%,-7.1%,-5.9,92,.
O=C(COC(=O)c1cc(=O)[nH]c2ccccc12)NC(=O)NC1CCCCC1,0.3%,-6%,i,2.7%,-9%,1%,-0.5%,0.2,96,1.2
Cn1c(CCN2CCCCC2)nc2cc(NC(=O)COc3ccc(Cl)cc3)ccc21,0.2%,-3%,.,.,-18%,28%,-0.6%,0.8,64,.
CC(C)N(C(=O)Cn1cc(SCC(=O)NCC2CCCO2)c2ccccc21)C(C)C (configuration not stated),-0.2%,-15%,i,16%,9%,-2%,2.6%,1.7,69,1.2
Cc1cc(C)nc(/N=C(\N)N2CCCCC2)n1,0.0%,-28%,i,-0.9%,-33%[20 µM],-29%,.,-1.2,98,1
Cc1ccccc1S(=O)(=O)Oc1ccccc1C(=O)Oc1ccccc1,-0.1%,6%,.,-1.5%,23%,13%,1.3%,-0.2,40,1.1
CCC(CC)NC(=O)c1cccc(NC(=O)C(C)C)c1,-0.3%,-6%,i,-0.9%,-18%,3%,-3.3%,-0.2,75,1.1
COc1ccc(C2=C/C(=C\c3ccc(OC(C)=O)cc3)C(=O)O2)cc1,0.1%,-10%,i,0.5%,-16%,-1%,5.8%,-0.8,45,1
CCOC(=O)C(C)Sc1nc(C2CC2)cc(C(F)(F)F)c1C#N (configuration not stated),-0.1%,9%,i,-0.2%,15%,7%,0.6%,2.2,43,1.1
COCCCN(C(=O)Cn1ncc2c(=O)oc3ccc(C)cc3c21)C(C)c1ccncc1 (configuration not stated),0.3%,-18%,i,0.4%,31%,13%,0.5%,-1.2,71,1.1
Cn1c(=O)n(C)c2cc(NC(=O)c3ccccc3NS(C)(=O)=O)ccc21,-0.2%,44%,.,.,-37%,0%,-4.5%,-1.3,50,.
O=C(CCC(=O)N1CCN(S(=O)(=O)c2ccc3ccccc3c2)CC1)NCC(F)(F)F,0.3%,-10%,.,.,-9%,10%,-1.5%,-0.8,58,.
COc1cc(/C=N/Nc2nncn2N)ccc1OCc1c(C)no[n+]1[O-],0.2%,-6%,i,.,2%,5%,0.6%,0.2,64,.
Cc1[nH]nc2c1[C@@H](c1ccccc1[N+](=O)[O-])C(C#N)=C(N)O2,-0.1%,-7%,.,.,9%,-6%,-1.6%,-1.0,60,.
NC(=O)C1(N2CCCCC2)CCN(c2nc(-c3ccc(Br)cc3)cs2)CC1,-0.1%,21%,i,0.5%,5%,12%,-4.6%,12,72,1.1
COc1ccc(OC)c(-c2csc(NC(=O)c3ccc4c(c3)OCO4)n2)c1,-0.5%,3%,i,-14%,-12%,-28%,-3.0%,6.3,35,1.1
Cc1cccnc1NC(=O)C1COc2ccccc2O1 (configuration not stated),0.3%,-8%,i,-0.8%,-12%,11%,-3.6%,0.2,35,1.1

These rows are one share of the data; the hit share may differ from the screen's.
